MBNL1 CUG block = blocks human MBNL1 binding to CUG repeat RNA; TR-FRET MBNL1-His/biotin-(CUG)12 binding, 665/545 ratio; Potency, µM (doses to about 57.5 µM), for the others: top-dose activity change, negative = inhibition, actives largely listed as inhibitors; 0.036% of 280,000 active; AID 2675; active = well fitted inhibition curve with a large enough effect in the signal ratio, with a control signal flat, not every such curve was filed as active; inconclusive = small, poorly fitted or top-dose-only effect, or effect the other way, or a change in a side signal; inactive = no such curve, though single readings can be large or run the other way; the % refers to the signal ratio; also: % is scaled to controls: 0 for no effect and ±100 for the full control effect
Target sequence (Q9NR56 whole entry, looked up): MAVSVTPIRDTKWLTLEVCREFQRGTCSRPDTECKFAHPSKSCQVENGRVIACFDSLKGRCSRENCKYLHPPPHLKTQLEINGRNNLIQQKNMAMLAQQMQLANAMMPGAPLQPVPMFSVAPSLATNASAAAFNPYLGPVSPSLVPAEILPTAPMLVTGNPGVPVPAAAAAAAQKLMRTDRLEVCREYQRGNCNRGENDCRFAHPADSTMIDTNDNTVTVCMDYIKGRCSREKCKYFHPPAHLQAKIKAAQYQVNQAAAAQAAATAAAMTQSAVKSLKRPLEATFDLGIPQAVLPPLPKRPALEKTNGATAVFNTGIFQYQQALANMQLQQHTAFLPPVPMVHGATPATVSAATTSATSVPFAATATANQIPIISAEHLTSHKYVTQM
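Compound titration spanned 92 nM–58 uM against the MBNL1-His/biotin-(CUG)12 complex. After 60 min at room temperature with 5 nM streptavidin-XL665 and 0.055 ng/ul terbium anti-His, ratiometric 665/545 nm emission (Ex 340 nm) normalized to controls.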
RORg inh = inhibitors of mouse ROR gamma transcriptional activity. P51450. Drosophila S2 Gal4-RORgamma UAS-luciferase reporter, 20 h. Potency, µM (doses to about 53.6 µM), for the others: at the top dose activity change, negative = inhibition, actives largely listed as inhibitors. 5.4% of 310,000 active; also: % is scaled to controls: 0 for no effect and ±100 for the full control effect; nearly all actives have a fitted effect of over 60% in size
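ROR gamma transcriptional activity was tracked as Gal4-UAS luciferase output in stably transfected Drosophila Schneider cells, with compound added 1 hr before 700 uM copper sulfate induction and a 20 hr ambient-temperature incubation.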
ELG1 genotoxic = genotoxicity induction in ELG1-luciferase HEK293T cells; HEK293T ELG1-luciferase reporter, luminescence, 16 h; Potency, µM (highest dose often 46 µM), for inactives: at the top dose activity change, positive = activation, usual class: activators; 1.3% of 330,000 active; AID 504466; also: % of control where 0% means no effect; nearly all actives have a fitted effect of over 60% in size
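Cells (2,000/well) expressing the ELG1-luciferase fusion are dosed by pin tool and kept 16 hr at 37 °C, 5% CO2. Signal comes from ONE-Glo luciferase reagent after 30 min at room temperature.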
VP16 counter = inhibits Gal4-VP16 luciferase reporter, ROR gamma counter-screen; AID 2546; 3.5% of 310,000 active; Drosophila S2 Gal4-VP16 UAS-luciferase, luminescence, 20 h; Potency, µM (highest dose often 53.6 µM), without a hit: at the highest dose activity, negative = inhibition, most hits filed as inhibitors;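 also: Gal4-VP16 expression switched on by copper sulfate through the metallothionein promoter; % is scaled to controls: 0 for no effect and ±100 for the full control effect; nearly all actives have a fitted effect of over 50% in size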
Rab9 promoter act = Rab9 promoter activation. Huh7 Rab9 promoter-luciferase reporter, luminescence, 24 h. Potency, µM (titrated, usually from 9.22 µM), for the others: at the top dose activation, negative = inhibition, usual class: activators. 2.8% of 320,000 active. AID 485297; also: % of control where 0% means no effect; nearly all actives have a fitted effect of over 60% in size
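Luminescence read-out: Huh7 cells stably expressing Rab9-luciferase, treated 24 h with compound at 37 °C, then lysed with luciferase reagent for 10 min at ambient before reading.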
MLL CXXC-DNA inh = inhibitors of human MLL CXXC domain-DNA interaction. MLL-CXXC / FITC-HOXA9 DNA fluorescence polarization. Potency, µM (top dose mostly 115 µM), inactives show top-dose activity change, negative = inhibition, actives largely listed as inhibitors. 0.037% of 290,000 active. AID 2662; active = well fitted inhibition curve with a large enough effect in the polarisation, with a control signal flat, not every such curve was filed as active; inconclusive = small, poorly fitted or top-dose-only effect, or effect the other way, or a change in a side signal; inactive = no such curve, though single readings can be large or run the other way; the % refers to the polarisation
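Fluorescence polarization: 7 uM MLL-CXXC (stock) preincubated 5 min with compounds, then 50 nM fluorescein-HOX-A9 DNA (stock) added; 30 min ambient. Buffer 50 mM Tris-HCl pH 7.5, 50 mM NaCl, 1 mM DTT, 0.05% BSA.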
uPA generation = inhibitors of cell surface uPA generation; cell surface uPA generation assay, qHTS; 0.31% of 330,000 active; Potency, µM (highest dose often 38.3 µM), for the others: top-dose activity change, negative = inhibition, hits mostly inhibitors; active = well fitted inhibition curve with a large enough effect; inconclusive = small, poorly fitted or top-dose-only effect; inactive = no such curve, though single readings can be large or run the other way; tested in mouse RAW 264.7 cells; also: % is scaled to controls: 0 for no effect and ±100 for the full control effect; nearly all actives have a fitted effect of over 55% in size
FLuc counter = inhibits or activates purified firefly luciferase, miR-21 counter-screen | P08659 | purified FLuc, Km substrates, luminescence inhibition | Potency, µM (series often up to 57.5 µM), for inactives: top-dose activity change, negative = inhibition, usual class: inhibitors | 6.9% of 360,000 active;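 also: plate controls were vehicle for no effect and reference inhibitor for full effect; nearly all actives have a fitted effect of over 55% in size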
Target sequence (P08659 whole entry, looked up): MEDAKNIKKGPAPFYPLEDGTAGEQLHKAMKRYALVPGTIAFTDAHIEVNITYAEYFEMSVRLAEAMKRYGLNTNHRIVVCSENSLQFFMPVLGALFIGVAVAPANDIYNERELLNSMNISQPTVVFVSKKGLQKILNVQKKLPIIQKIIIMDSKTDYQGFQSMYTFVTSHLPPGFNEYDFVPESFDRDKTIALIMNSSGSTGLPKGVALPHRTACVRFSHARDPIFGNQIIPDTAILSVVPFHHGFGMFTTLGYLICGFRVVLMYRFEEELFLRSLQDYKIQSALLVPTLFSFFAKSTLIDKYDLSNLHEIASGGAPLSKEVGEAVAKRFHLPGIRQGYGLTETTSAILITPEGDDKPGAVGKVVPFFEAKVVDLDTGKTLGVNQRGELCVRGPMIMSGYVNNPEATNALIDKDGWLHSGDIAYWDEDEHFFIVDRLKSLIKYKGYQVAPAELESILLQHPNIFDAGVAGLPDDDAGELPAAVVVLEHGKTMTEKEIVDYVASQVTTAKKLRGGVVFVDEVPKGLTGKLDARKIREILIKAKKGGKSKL
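Purified P. pyralis luciferase (10nM final) with 10uM D-luciferin and 10uM ATP (Km levels) in 50mM Tris acetate pH 7.5, 10mM Mg acetate, 0.01% Tween-20, 0.05% BSA; qHTS 6-point titration, ~60 µM downward; luminescence read.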
NPC1 prom act = activators of NPC1 promoter; Huh7 NPC1 promoter luciferase reporter, 24 h; 2.4% of 320,000 active; Potency, µM (highest dose often 9.22 µM), for the others: top-dose activation, actives largely listed as activators; AID 485313;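 also: % of control where 0% means no effect; nearly all actives have a fitted effect of over 60% in size; reporter is driven by a mutant NPC1 promoter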
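Cells: Huh7 expressing luciferase under the NPC1 promoter, 1500/well. Seeded 2 h, compound added, incubated 24 h at 37 °C. Luciferase reagent, 10 min ambient, then luminescence.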
p53 reactivator = re-activators of mutant p53; Potency, µM (doses to about 92.2 µM), inactives show at the highest dose activity change, positive = activation, actives largely listed as activators; H1299 p53-A138V BP100-luciferase reporter, luminescence, 24 h; 0.063% of 320,000 active; also: % of control where 0% means no effect; nearly all actives have a fitted effect of over 45% in size
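p53-null H1299 cells stably carrying temperature-sensitive p53-A138V and a BP100-luciferase reporter were pinned with compounds (4-point, 1:5 series) and held 24 hrs at 37 deg C. Luminescence was read 10 min after detection reagent.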
BRCA1 expr act = BRCA1 expression activation; MCF7-BRCA1-FFLuc reporter, luminescence, 48 h; response scale: scaled: vehicle 0%, 10 µM genistein 100%; Potency, µM (titrated, usually from 46.1 µM), for inactives: at the highest dose activation, usual class: activators; 1.1% of 380,000 active; AID 624202; also: nearly all actives have a fitted effect of over 80% in size; some results filed as inactive show a strong effect at the top dose
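Activators of BRCA1 expression were detected as increased firefly luciferase luminescence in engineered MCF7 cells after 48 h compound incubation. Signals were scaled to genistein 10 microM as full activation.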
* hit, by the source's call; ? = inconclusive; / = not tested or not shown; [ ] = remark or other dose. Unless noted, calls follow the shape of the dose curve; as a rule, active = well fitted curve in the direction sought with a large enough effect; inconclusive = small, poorly fitted or top-dose-only effect, or another doubt; inactive = no such curve, though single readings can be large; an effect the other way counts as inactive or inconclusive. Potency is read from the fitted curve at half-maximal effect. Not all compounds are listed; the hit share may differ from the screen's.

Each structure is followed by: uPA generation	Rab9 promoter act	ELG1 genotoxic	RORg inh	NPC1 prom act	p53 reactivator	VP16 counter	BRCA1 expr act	FLuc counter	MBNL1 CUG block	MLL CXXC-DNA inh
> CCOC(=O)C1CCCN(C(=O)c2ccco2)C1 (configuration not stated)
  4%	1%	0%	-4%	1%	4%	-5%	-1%	2%	8%	-1%
> COc1ccc(C)cc1-n1nc2ccccc2n1
  9%	-1%	2%	?	-5%	10%	17%	28%	-5%	-2%	-10%
> C=CCn1c(SCC(=O)Nc2nccs2)nnc1-c1cc2cccc(OC)c2o1
  /	-9%	?	-20%	1%	2%	-15%	5%	-6%	2%	29%
> C/C(=N\Nc1ccc(F)cc1F)c1ccc(Br)s1
  6%	2%	5%	39%	10%	9%	7%	-11%	?	3%	1%
> NC(=O)CCN1CCC(c2nc3ccccc3s2)CC1
  1%	11%	0%	-3%	1%	2%	-5%	-4%	-3%	0%	6%
> CN(C)c1nc(SCC#N)nc(N2CCOCC2)n1
  -9%	-3%	5%	-2%	-1%	-1%	0%	-11%	2%	-14%	-4%
> CNC(=O)c1cc(C(=O)c2ccc(C(F)(F)F)cc2F)c[nH]1
  4%	-2%	2%	?	4%	2%	-8%	0%	-1%	?	9%
> CCn1c(SCC(=O)Nc2sc3c(c2C#N)CCC(C(C)(C)C)C3)nnc1-c1ccco1 (configuration not stated)
  3%	3%	0%	-1%	2%	2%	-17%	-1%	-20%	3%	-8%
> CCCNC(=O)NC(=O)CSc1nncs1
  -3%	1%	-1%	12%	-1%	-2%	-22%	-9%	-1%	-4%	2%
> CCCCOc1ccc(C(=O)N/C(=C/C=C/c2ccccc2)C(=O)NC)cc1
  ?	0%	2%	-10%	1%	10%	2%	70%	17µM*	47%[activator]	-1%
> Cc1cccn2cc(CCNC(=O)c3cccs3)nc12
  1%	3%	-2%	-14%	8%	2%	-10%	0%	-19%	-4%	-6%
> Cc1ccc(CCNC(=O)CS(=O)Cc2nc(-c3ccccc3F)oc2C)cc1 (configuration not stated)
  -2%	0%	-2%	7%	0%	3%	1%	-7%	-2%	-2%	-2%
> CNC(=O)c1c(NC(=O)CCS(=O)(=O)c2ccc(Cl)cc2)sc2c1CCN(C(=O)OC)C2
  -7%	-2%	?	/	-11%	-6%	/	-45%	0%	/	/
> O=C(CN(c1cccc(C(F)(F)F)c1)S(=O)(=O)c1ccc(Cl)c([N+](=O)[O-])c1)NCc1ccccc1Cl
  -9%	-1%	-10%	-13%	-3%	-9%	?	-80%	0%	/	?
> NC(=O)[C@@H]1CCCCNc2c(F)cc([N+](=O)[O-])cc2C(=O)N[C@@H](CCCN=C(N)N)C(=O)NCC(=O)N1
  10%	-11%	1%	4%	-5%	9%	1%	3%	0%	?	9%
> CCOc1ccc(NC(=O)N(C2CCCCC2)C(C)c2ccncc2)cc1 (configuration not stated)
  -3%	-1%	2%	8%	3%	1%	-2%	8%	-12%	0%	-6%
> CCn1c(CN2c3ccccc3Sc3ccccc32)n[nH]c1=S
  -1%	-8%	-3%	2.8µM*	-3%	-4%	?	-17%	0%	-11%	7%
> O=C(CSc1nnc(Cc2ccccc2)n1Cc1ccco1)NC12CC3CC(CC(C3)C1)C2
  ?	-2%	-13%	?	0%	-20%	-24%	-59%	1%	-6%	-2%
> CCOC(=O)C1CCN(CC(=O)c2c(C)n(C)c3ccc(OC)cc23)CC1
  -9%	-1%	0%	-1%	-1%	-1%	-1%	8%	-2%	-8%	3%
> COc1ccc(C(=O)OCC(=O)Nc2sccc2C(N)=O)cc1[N+](=O)[O-]
  13%	-4%	0%	/	-3%	-3%	/	-7%	-3%	/	/
> COc1ccc(CNC(=O)C(c2cccs2)N(Cc2ccco2)C(=O)Cc2cccs2)cc1 (configuration not stated)
  0%	-1%	-11%	?	-1%	-11%	-30%	-28%	-4%	-10%	-12%
> CCCCN(C(=O)CCCc1nc2ccccc2s1)c1c(N)n(CCCC)c(=O)[nH]c1=O
  0%	5%	1%	18%	-7%	2%	-7%	-11%	0%	-6%	11%
> CC(C)(C)c1ccc(C(=S)N2CCN(c3ccccc3)CC2)cc1
  2%	-2%	-2%	?	?	3%	-5%	2%	-19%	/	22%
> Cc1ccc(OCCNS(=O)(=O)c2ccc(Cl)cc2)cc1
  -1%	-3%	0%	/	-4%	6%	/	0%	/	/	/
> Cc1cccc(C2=NN(c3ccc(Br)cc3)[C@@H](C(=O)N3CCOC3=O)[C@@H]2c2ccc(F)cc2)c1
  3%	-7%	-3%	-24%[40.7 µM]	-6%	21%	2%[40.7 µM]	-43%	2%	52%[activator]	19%
> O=C(CSc1ncccn1)Nc1ncc(C(F)(F)F)cc1Cl
  9%	-1%	-4%	?	-3%	-3%	0%	1%	-2%	-3%	-3%
> Cc1cc(-n2nc(C)cc2C)nc(NS(=O)(=O)c2ccccc2Cl)n1
  2%	-1%	2%	-36%	-1%	1%	17%	1%	-11%	-4%	-1%
> CCOC(=O)C1CCCN(C(=O)Nc2c(-c3ccccc3)noc2C)C1 (configuration not stated)
  -18%	-1%	1%	-8%	0%	-1%	13%	1%	1%	4%	4%
> CC(CN1CCCCCC1)C(=O)NN (configuration not stated)
  -3%	0%	-3%	-18%	0%	1%	6%	-13%	-1%	2%	-6%
> COc1ccc(NC(=O)C(NC(C)=O)C(=O)NCc2ccc(F)cc2)cc1 (configuration not stated)
  -1%	1%	0%	13%	1%	2%	-2%	-15%	-2%	-8%	0%

(cont.)
Each structure is followed by: uPA generation	Rab9 promoter act	ELG1 genotoxic	RORg inh	NPC1 prom act	p53 reactivator	VP16 counter	BRCA1 expr act	FLuc counter	MBNL1 CUG block	MLL CXXC-DNA inh
> O=c1[nH]ccc2c([N+](=O)[O-])cccc12
  -1%	-10%	0%	0%	-2%	-1%	6%	-6%	-1%	?	1%
> CCOC(=O)c1c(N)sc2c1CCC(C)C2 (configuration not stated)
  2%	-2%	0%	-24%	-6%	-1%	-22%	-7%	-17%	-1%	0%
> CCCN1CCN(CCNC(=O)Nc2cc(C)ccc2C)CC1
  -1%	0%	0%	-11%	-5%	1%	-5%	-9%	3%	-5%	-5%
> Cc1ccc(C(=O)N2CC(C)SC2=Nc2cccc(S(=O)(=O)N(C)C)c2)cc1 (configuration not stated)
  -3%	-5%	-5%	?	-5%	5%	19%	11%	-7%	-5%	160%[activator]
> O=C(Nc1cccc2ccccc12)NC1CCCCC1O (configuration not stated)
  4%	8%	2%	/	15%	-10%	/	22%	-2%	/	/

8 of these compounds in another layout.
smiles	uPA generation	Rab9 promoter act	ELG1 genotoxic	RORg inh	NPC1 prom act	p53 reactivator	VP16 counter	BRCA1 expr act	FLuc counter	MBNL1 CUG block	MLL CXXC-DNA inh
CCOC(=O)C1CCCN(C(=O)Nc2c(-c3ccccc3)noc2C)C1 (configuration not stated)	-18%	-1%	1%	-8%	0%	-1%	13%	1%	1%	4%	4%
CC(CN1CCCCCC1)C(=O)NN (configuration not stated)	-3%	0%	-3%	-18%	0%	1%	6%	-13%	-1%	2%	-6%
COc1ccc(NC(=O)C(NC(C)=O)C(=O)NCc2ccc(F)cc2)cc1 (configuration not stated)	-1%	1%	0%	13%	1%	2%	-2%	-15%	-2%	-8%	0%
O=c1[nH]ccc2c([N+](=O)[O-])cccc12	-1%	-10%	0%	0%	-2%	-1%	6%	-6%	-1%	?	1%
CCOC(=O)c1c(N)sc2c1CCC(C)C2 (configuration not stated)	2%	-2%	0%	-24%	-6%	-1%	-22%	-7%	-17%	-1%	0%
CCCN1CCN(CCNC(=O)Nc2cc(C)ccc2C)CC1	-1%	0%	0%	-11%	-5%	1%	-5%	-9%	3%	-5%	-5%
Cc1ccc(C(=O)N2CC(C)SC2=Nc2cccc(S(=O)(=O)N(C)C)c2)cc1 (configuration not stated)	-3%	-5%	-5%	?	-5%	5%	19%	11%	-7%	-5%	160%[activator]
O=C(Nc1cccc2ccccc12)NC1CCCCC1O (configuration not stated)	4%	8%	2%	/	15%	-10%	/	22%	-2%	/	/

Compound activity (PubChem BioAssay)
